Screening results: PubChem, The Scripps Research Institute Molecular Screening Center
OX1R antag-1: blocks the human orexin 1 receptor; O43613; CHO/OX1R cells, Fluo-8 calcium fluorescence, orexin A; inhibition, % at 5 µM; hit rate 0.43% among 330,000; AID 434989;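 active = inhibition above its plate's threshold, mean inhibition of all tested compounds on the plate plus 3 SD, cut at about 37% in these data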;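 also: 0% = orexin A challenge wells and 100% = SB-334867-A antagonist wells; not every result past the cut was called active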
Target sequence (O43613 whole entry, looked up): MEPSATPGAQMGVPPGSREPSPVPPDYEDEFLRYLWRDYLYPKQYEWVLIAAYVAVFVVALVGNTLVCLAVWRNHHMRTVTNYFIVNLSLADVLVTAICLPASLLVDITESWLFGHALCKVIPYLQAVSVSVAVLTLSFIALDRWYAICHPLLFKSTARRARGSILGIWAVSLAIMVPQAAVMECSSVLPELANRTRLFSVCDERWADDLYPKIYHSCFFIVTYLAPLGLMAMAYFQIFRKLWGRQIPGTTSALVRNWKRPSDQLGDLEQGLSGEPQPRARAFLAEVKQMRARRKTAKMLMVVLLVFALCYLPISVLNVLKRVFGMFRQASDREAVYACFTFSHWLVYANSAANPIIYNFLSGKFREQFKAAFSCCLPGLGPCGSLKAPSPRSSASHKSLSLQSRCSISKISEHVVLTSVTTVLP
OX1R antag-2: OX1R (human) antagonism; inhibition, % at 6.6 µM; hit rate 1.8% among 330,000; OX1R-expressing cells, FRET antagonist read-out; AID 485270; in the data active = inhibition mostly above about 38%, no sharp cut-off; inactive = mostly below about 40%;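 also: 0% = agonist challenge alone and 100% = reference antagonist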
Active calls of the source: *; & = joins results of further samples.

SMILES	OX1R antag-1	OX1R antag-2
COc1cc(NC(=O)c2cc(OC)c(OC)c(OC)c2)c(OC)cc1NC(=O)CN1CCCCC1	-31	10
O=C(CCCOc1ccc(Cl)cc1Cl)NCc1ccncc1	-12	24
COC(=O)c1cc(C)sc1NC(=O)CN1CCN(C(=O)c2ccco2)CC1	-7	17
COc1cc(-c2ccc(=O)[nH]n2)ccc1OC(F)F	4	27
CCOc1ccccc1N1CCN(c2nc3ccccc3nc2C(C#N)C(=O)OC(C)C)CC1 (stereo unspecified)	-45	24
Cn1c(=O)[nH]c(=O)c2c1nc(N/N=C/c1cccnc1)n2Cc1ccc(Cl)cc1	-9	10
O=C(Oc1ccccc1N1C(=O)C2CCCCC2C1=O)c1ccc(Cl)cc1 (stereo unspecified)	-20	5
S=C1NCCOCCOCCOCCOCCNC(=S)N2CCOCCOCCN1CCOCC2	-6	16
CC1=NN(c2ccccc2)C(=O)C1C(=O)c1ccccc1 (stereo unspecified)	-7	13
CC(Sc1nnc(Nc2ccccc2)s1)C(=O)NC1CCCc2ccccc21 (stereo unspecified)	-2	51
Cc1ccc(C)c(N2CCN(CC(=O)Nc3ccc([N+](=O)[O-])cc3C(=O)Nc3ccccc3F)CC2)c1	-33	15
COc1cc(C(Nc2ccccn2)c2ccc3ccc(C)nc3c2O)cc(OC)c1O (stereo unspecified)	-25	3
CCOC(=O)C1CCN(Cc2ccc(OC)cc2OC)CC1	-13	8
COc1ccc(-c2nnc(SCC(=O)NNC(=O)Cc3ccccc3)n2C)cc1OC	-20	9
CCCn1cc(CN2CCC(Cc3cccc(F)c3)(C(=O)OCC)CC2)c(C)n1	-11	17
COCCOC(=O)c1[nH]c2c(c1C)C(=O)CC(c1ccc(OC)cc1)C2 (stereo unspecified)	-32	7
Cc1ccc(S(=O)(=O)N2CCN(C(=O)CSc3nnc(C)c(=O)[nH]3)CC2)cc1	-8	19
CN(CC(=O)NCc1ccc2c(c1)OCO2)CC(=O)Nc1ccc(F)c(F)c1F	-2	4
CC(C)(C)NS(=O)(=O)c1ccc(NS(=O)(=O)Cc2ccccc2)cc1	5	8
CCOC(=O)C1=CN(Cc2ccco2)S(=O)(=O)N(CC)C1c1ccc(C(F)(F)F)cc1 (stereo unspecified)	3	3
Cc1ccc[n+](-c2nc3ccccc3nc2C(=C=[N-])C#N)c1	5&-16	96*
CN(CC(=O)NC1CCCCCC1)S(=O)(=O)c1ccccc1	-17	6
Cc1cc(C)n(C(=O)c2ccc(NC(=O)CC(C)C)cc2)n1	-3	10
COc1ccc(-c2c3c(=O)n(C)c(=O)n(C)c3cn2-c2cc(OC)ccc2OC)cc1	-26	27
COc1ccc(C(=O)NC2CCN(S(=O)(=O)c3ccccc3F)CC2)cc1	5	10
O=C(CN1C(=O)NC2(CCOc3ccccc32)C1=O)NCCc1ccc(F)cc1 (stereo unspecified)	-11	4
CCn1c(CNC(=O)c2ccccc2F)nnc1SCc1nc2ccccc2c(=O)[nH]1	-11	23
O=[N+]([O-])c1ccc(CSC2=NCCS2)cc1	-3	7
CCCCCC(=O)Nc1cc(S(=O)(=O)N2CCCCC2)ccc1N1CCOCC1	-22	10
CCOC(=O)N1CCN(C(=O)c2cc3cc(Br)ccc3oc2=O)CC1	-9	13
COc1ccc(CN2CCNC(=O)C2CC(=O)NC2CCCCCC2)c(C)c1C (stereo unspecified)	-27	1
O=C(Nc1cccc(C(F)(F)F)c1)c1scc2c1OCCO2	-7	15
Cc1ccccc1-c1cc(C(=O)NCc2cccc(Br)c2)n(CC2CC(c3cccnc3)=NO2)n1 (stereo unspecified)	11	14
CC(=O)N1CCC(C(=O)Nc2ccc(S(=O)(=O)N3CCC(C)CC3)cc2)CC1	-2	10
COCCNC(=O)c1ccc2c(c1)NC(=O)CS2	-5	5
Cc1cc(NC(=O)CCC(=O)N(Cc2ccc(F)cc2)C(C(=O)NC2CCCC2)c2ccco2)no1 (stereo unspecified)	-35	30
O=C(CO/N=C/c1cccc([N+](=O)[O-])c1)NC1CCCCCC1	3	5
Cc1ccc(C)c(NC(=O)CN(C)C(=O)c2nn(C)c(=O)c3ccccc23)c1	-11	9
CC(C)OC(=O)CSc1nnc(-c2cnccn2)n1Cc1ccco1	-9	11
CCCc1cc(=O)n2nc(N3CCC(C(=O)NCc4ccc(C)o4)CC3)sc2n1	-27	12
COc1ccc(-c2c(-c3cc(OC)c(OC)c(OC)c3)noc2C)cn1	-21	31
O=C(CCC(=O)N(CC(=O)NC1CCCC1)C1CCCC1)Nc1ccccn1	-25	4
CCCCc1cc(=O)oc2cc(OCc3nn[nH]n3)c(Cl)cc12	-7	26
O=C(Nc1cccs1)Nc1c(F)c(F)c(F)c(F)c1F	-9	47
Cc1c(C(=O)NCCCc2ccccc2)cccc1[N+](=O)[O-]	-21	17
CCOC(=O)N1CCN(c2ccc(C(=O)c3ccccc3)cc2F)CC1	-15	4
COC(=O)c1ccc(/C=C/c2nc3ccccc3c(=O)[nH]2)cc1	-1	28
CSCCC(NC(=O)c1ccc([N+](=O)[O-])cc1Cl)C(=O)OCC(=O)NC1CCCC(C)C1C (stereo unspecified)	-10	17
O=C(Nc1ccccc1O)c1cccc(S(=O)(=O)Nc2ccccc2O)c1	9	27
COc1cccc(NC(=O)COC(=O)c2ccc3ccccc3n2)c1	-6	10

A second format for some results above.
| SMILES | OX1R antag-1 | OX1R antag-2 |
| --- | --- | --- |
| Cc1c(C(=O)NCCCc2ccccc2)cccc1[N+](=O)[O-] | -21 | 17 |
| COc1ccc(-c2c(-c3cc(OC)c(OC)c(OC)c3)noc2C)cn1 | -21 | 31 |

Next compounds follow:
SMILES	OX1R antag-1	OX1R antag-2
COC(=O)c1ccc(/C=N\NC(=O)c2ccc(C)cc2Cl)cc1	-23	10
Cc1sc[n+](CC(=O)c2ccc(Br)cc2)c1C	-3	4
O=C(O)C1=C[C@H](c2ccc3c(c2)OCO3)C[C@H](OCCCCO)O1	-18	25
Cc1cc(-c2ccc(C(C)C)c(S(=O)(=O)Nc3cc(C)on3)c2)on1	-17	14
COc1ccc(CNC(=O)c2cc3c(C)nc4ccccc4c3o2)c(OC)c1	-12	56*
NC(=O)c1c(NC(=O)c2ccncc2)sc2c1CCCCCC2	-12	19
Cc1ccc(C2C(C#N)=C(N)N(c3cccnc3)C3=C2C(=O)CCC3)s1 (stereo unspecified)	-7	13
COc1cc(NC(=O)c2cc(-c3ccccc3)on2)cc(OC)c1OC	-23	26
CCOC(=O)c1c(NC(=O)CN2CCCCC2)sc2c1CCCC2O (stereo unspecified)	-45	6
CCC(C(=O)NCCc1ccc(S(N)(=O)=O)cc1)c1ccccc1 (stereo unspecified)	-7	8
CC(C)c1nnc(NC(=O)c2cccs2)s1	1	2
CC1CCCCN1C(=S)NCCc1ccccc1 (stereo unspecified)	-17	16
CCn1c(CNC(=O)c2ccc(OC)c(OC)c2)nnc1SCC(=O)Nc1ccccc1	-20	19
C/C(=N\NC(=S)Nc1ccc(C(C)C)cc1)c1ccc2c(c1)OCO2	-27	11
Cc1ccc(-c2[nH]c3ccccc3c2C(C[N+](=O)[O-])c2ccco2)cc1 (stereo unspecified)	-1	16
COc1ccccc1CN1CCCCCC1	-29	0
COC(=O)c1ccc(N(C(=O)CNC(=O)c2ccco2)C(C(=O)NCC2CCCO2)c2ccc(OC)c(OC)c2)cc1 (stereo unspecified)	-8	6
Cc1ccc(-c2cc(C(=O)Nc3cccnc3)c3ccccc3n2)o1	-20	15
Cc1cccc(NC(=O)CSCc2c(C)noc2C)c1C	-24	34
CCCN1CCc2c(sc(NC(=O)CCS(=O)(=O)c3ccccc3)c2C(=O)OC)C1	-14	17
Nc1c(N(Cc2ccccc2)C(=O)COc2ccc(F)cc2)c(=O)[nH]c(=O)n1Cc1ccccc1	-14	2
COCc1c(C(=O)N2CCN(Cc3ccc(C#N)cc3)CC2)oc2ccccc12	-13	29
O=C1CN(C(=O)c2ccccc2)c2ccccc2N1	5	6
COc1ccc(-c2cc3ccc(OCc4nn[nH]n4)cc3oc2=O)cc1	-1	9
COC(=O)[C@@]1(Cc2ccccc2)[C@H]2C(=O)N(C)C(=O)[C@H]2[C@H]2CN=C(SCc3ccc(C#N)cc3)N21	-10	11
CC(=O)Nc1ccc(C(=O)OCC(=O)NC(=O)NC2CCCCC2)cc1	-12	5
CC(C)C[C@H]1CN=C(Nc2ccccc2)N1CC1CCCC1	-11	23
COc1ccc2oc(C(=O)OCC(=O)NC(C)c3ccccc3)c(C)c2c1 (stereo unspecified)	-20	14
CCc1nn(CC(=O)NCCCN2CCOCC2)c(=O)c2cc3sccc3n12	-11	9
Cc1c(-c2nnc(SCC(=O)O)n2-c2ccccc2Br)nnn1-c1ccccc1	-12	10
C=CCOc1cccc(/C=N/NC(=O)CN(c2cc(Cl)ccc2OC)S(=O)(=O)c2ccc(C)c([N+](=O)[O-])c2)c1	-10	16
COc1ccc(OC)c(C(=O)c2coc3ccc(O)cc23)c1	-23	7
Cc1cc(C)c(S(=O)(=O)n2cc(C(C)C(N)C(=O)O)c3ccccc32)c(C)c1 (stereo unspecified)	-18	15
CS(=O)(=O)N1CCSC1c1ccc(Br)cc1 (stereo unspecified)	-8	11
COCC(=O)NCc1ccc2c(c1)OCO2	-17	8
CC(C)CCNC(=O)c1ccc2c(c1)N(Cc1ccccc1)C(=O)CS2=O (stereo unspecified)	-33	9
CC(C)Oc1ccc(C(=O)OCC(=O)NC(=O)NC2CCCC2)cc1	-41	0
Cc1ccc2c(c1)cc1c(=O)n(CC(=O)NCCCc3ccccc3)nc(C)n12	-10	11
CCOC(=O)c1c(/N=C/C2C(=O)CCCC2=O)sc2c1CCCC2	-24	19
Cc1ccc(C(C)NC(=O)c2ccco2)cc1 (stereo unspecified)	-6	0
COc1ccc(NC(=O)COc2ccc(-c3ccccc3)cc2)cc1	-11	0
CC1CCCN(S(=O)(=O)c2ccc(NC(=O)c3cccc(-n4cnnn4)c3)cc2)C1 (stereo unspecified)	-3	20
Cc1cc(C(F)F)n2nc(C(=O)Nc3c(F)cc(F)cc3Br)nc2n1	-16	-7
CCOC(=O)N1CCC(Nc2nc3ccccc3n3nnnc23)CC1	-18	21
Cc1sc2nc(-c3ccccc3)[nH]c(=O)c2c1-c1ccccc1	-15	1
CC(=O)Nc1ccc(S(=O)(=O)N2CCSC2c2ccco2)cc1 (stereo unspecified)	6	5
COc1ccc(Nc2cc(C(=O)NCCCN3CCOCC3)c3ccccc3n2)c(OC)c1	-36	13
CCCCn1c(Oc2ccc(C(=O)OC)cc2)nc2c1c(=O)n(C)c(=O)n2C	-20	6
CC(=O)c1sc(NS(=O)(=O)c2ccc(C)cc2)nc1C	-13	20
C=C[C@]1(C)C=C2CC[C@H]3[C@@](C)(CCC[C@@]3(C)C(=O)O)[C@@H]2CC1	-16	9
New compounds follow.
SMILES	OX1R antag-1	OX1R antag-2
COc1ccc(C)cc1NC(=O)CNC(C)C(=O)Nc1ccc(C(C)=O)cc1 (stereo unspecified)	-33	10
CN(Cc1ccccc1)C(=O)COC(=O)c1ccc(Br)c(S(=O)(=O)N2CCOCC2)c1	-8	10
CCn1c(SCc2ccc(C(=O)OC)o2)nc2sc3c(c2c1=O)CCCC3	-9	19
O=C(Cc1ccccc1[N+](=O)[O-])NCCCN1CCOCC1	0	15
O=C(O)c1nc(N2CCCCC2)ncc1Cl	-4	16
Cc1ccc2c3c(cccc13)-c1ccccc1C2=O	-27	37
COC(=O)Nc1sc2c(c1C(N)=O)CCCCCC2	-11	21
CCn1c(SCC(=O)C(C)(C)C)nnc1-c1cnccn1	-11	15
Cc1cc(C(=O)Nc2ccc3c(c2)OCO3)cs1	-16	12
CCc1ccc(C(=O)COC(=O)CNC(=O)CNC(=O)Cc2ccccc2)cc1	-29	4

Taken from above.
OX1R antag-2 with Cc1ccc2c(c1)cc1c(=O)n(CC(=O)NCCCc3ccccc3)nc(C)n12 stands at 11
OX1R antag-1 with CC(=O)Nc1ccc(C(=O)OCC(=O)NC(=O)NC2CCCCC2)cc1 stands at -12
OX1R antag-2 with CN(CC(=O)NCc1ccc2c(c1)OCO2)CC(=O)Nc1ccc(F)c(F)c1F stands at 4
OX1R antag-1 with CCCCCC(=O)Nc1cc(S(=O)(=O)N2CCCCC2)ccc1N1CCOCC1 stands at -22

Additional structures
SMILES	OX1R antag-1	OX1R antag-2
O=C(N/N=C1\CCS(=O)(=O)c2ccc(F)cc21)c1ccc([N+](=O)[O-])cc1	-24	37
O=C(NCc1cccs1)c1ccc(Cl)s1	1	1
CCn1c(SCC(=O)Nc2ccc(C(C)=O)cc2)nc2nc3c(cc2c1=O)COC(C)(C)C3	-16	11
CN1CCN(S(=O)(=O)c2cccc(C(=O)Oc3ccccc3Cl)c2)CC1	-22	17
Cc1ncc(CO)c2cc(-c3nnc(Nc4ccc5c(c4)OCO5)s3)c(=O)oc12	-10	19
Cc1ccc(C2C(C#N)=C(N)SC(N)=C2C#N)c(C)c1	-5	7
O=C(CSc1ncn[nH]1)c1ccc2c(c1)OCCO2	-6	3
CC(=O)Oc1ccccc1C(=O)Nc1ccccc1C(=O)N1CCCC1	-15	8
CCCCNC(=S)N(C)/N=C/c1ccccc1F	-33	18
CCN(CC(=O)Nc1ccc(NC(C)=O)cc1)C(=O)c1c(C)nn(-c2ccc(F)cc2)c1Cl	-17	1
CC(C)CNC(=O)CSc1ccc(Cl)cc1	-16	-3

Compound profiles, as listed above:
Shown for O=C(N/N=C1\CCS(=O)(=O)c2ccc(F)cc21)c1ccc([N+](=O)[O-])cc1 : OX1R antag-1: -24; OX1R antag-2: 37
Shown for CCn1c(SCC(=O)Nc2ccc(C(C)=O)cc2)nc2nc3c(cc2c1=O)COC(C)(C)C3 : OX1R antag-1: -16; OX1R antag-2: 11
Shown for O=C(CSc1ncn[nH]1)c1ccc2c(c1)OCCO2 : OX1R antag-1: -6; OX1R antag-2: 3
